Source: PubChem BioAssay
EPAC2 ag: qHTS for Agonist of cAMP-regulated guanine nucleotide exchange factor 4 (EPAC2): primary screen. EPAC2 activation, biochemical qHTS; response scale: 100% = 6.5 mM cAMP response. Potency, µM (titrated, usually from 154 µM), for the others: top-dose activation, usual class: activators. actives 0.079% (n = 360,000). AID 720711, 2013; note: nearly all actives have a fitted effect of over 50% in size
Target sequence (Q8WZA2 whole entry, looked up): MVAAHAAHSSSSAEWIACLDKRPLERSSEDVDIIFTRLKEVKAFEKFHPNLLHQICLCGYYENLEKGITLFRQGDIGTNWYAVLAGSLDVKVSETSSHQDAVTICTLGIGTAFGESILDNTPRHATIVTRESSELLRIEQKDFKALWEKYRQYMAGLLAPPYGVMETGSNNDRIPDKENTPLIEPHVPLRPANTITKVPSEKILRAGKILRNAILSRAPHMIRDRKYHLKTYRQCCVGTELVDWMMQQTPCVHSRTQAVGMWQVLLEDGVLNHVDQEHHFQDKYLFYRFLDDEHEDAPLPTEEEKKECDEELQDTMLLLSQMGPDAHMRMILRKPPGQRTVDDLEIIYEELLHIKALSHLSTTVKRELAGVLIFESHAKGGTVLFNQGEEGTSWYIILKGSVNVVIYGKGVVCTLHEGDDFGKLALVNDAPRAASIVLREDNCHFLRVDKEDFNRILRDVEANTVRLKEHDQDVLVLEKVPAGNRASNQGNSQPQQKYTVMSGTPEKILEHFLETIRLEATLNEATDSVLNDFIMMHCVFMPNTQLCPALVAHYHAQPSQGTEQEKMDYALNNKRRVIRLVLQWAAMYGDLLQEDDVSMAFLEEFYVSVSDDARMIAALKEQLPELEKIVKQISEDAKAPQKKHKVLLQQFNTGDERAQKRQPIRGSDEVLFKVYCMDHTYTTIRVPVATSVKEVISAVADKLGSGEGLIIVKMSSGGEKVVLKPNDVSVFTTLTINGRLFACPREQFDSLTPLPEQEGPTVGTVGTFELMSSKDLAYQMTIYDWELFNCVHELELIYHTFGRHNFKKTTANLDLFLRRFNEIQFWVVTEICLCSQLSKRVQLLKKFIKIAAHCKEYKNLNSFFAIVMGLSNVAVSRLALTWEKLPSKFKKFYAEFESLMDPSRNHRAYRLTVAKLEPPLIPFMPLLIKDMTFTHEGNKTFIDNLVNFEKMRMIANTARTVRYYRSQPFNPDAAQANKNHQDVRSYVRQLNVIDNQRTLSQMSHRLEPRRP
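Setup: EPAC2 100 nM, labeled Rap1B complex 250 nM, free GDP 50 uM. Compound titrations pinned in, brief spin, 5 min room temperature incubation. Kinetic fluorescence read over 30 min, normalized to 6.5 mM cAMP.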
aSyn yeast inh: qHTS of alpha-syn Inhibitors | Yeast expressing alpha-synuclein, growth rescue, BacTiter-Glo, 24 h | Potency, µM (doses to about 46.1 µM), without a hit: at the highest dose growth rescue (activation), most hits filed as activators | actives 0.14% (n = 370,000); note: % of control where 0% means no effect; nearly all actives have a fitted effect of over 65% in size
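Screening used galactose-induced yeast with toxic alpha-synuclein levels, exposed to compound for 24 hr at 30 deg C. Cell growth, read with BacTiter-Glo luminescence, gave the measured signal.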
TDP43 rescue: qHTS of TDP-43 Inhibitors; TDP-43 expressing yeast growth rescue, BacTiter-Glo, 24 h; Potency, µM (doses to about 46.1 µM), inactives show at the top dose growth rescue (activation), hits mostly activators; actives 1.8% (n = 410,000); AID 652104, 2013; note: % of control where 0% means no effect; nearly all actives have a fitted effect of over 50% in size
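Galactose-induced TDP-43 yeast, OD600=0.02, compound pinned; 24 hr, 30 deg C; BacTiter-Glo luminescence for growth. Inhibitors of TDP-43 toxicity read as activators.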
EPAC1 agonist: qHTS for Agonist of cAMP-regulated guanine nucleotide exchange factor 3 (EPAC1): primary screen; Rap guanine nucleotide exchange factor 3 (Homo sapiens), O95398; EPAC1 agonist qHTS, biochemical assay; response scale: 100% = response to 6.5 mM cAMP; Potency, µM (doses to about 154 µM), inactives show at the highest dose activation, actives largely listed as activators; actives 0.073% (n = 360,000); note: nearly all actives have a fitted effect of over 60% in size
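Nucleotide exchange by EPAC1 (100 nM) on Rap1B–BODIPY-GDP (250 nM) in the presence of 50 uM GDP is tracked fluorescently at 480/540 nm over 30 min. Signals are normalized to a 6.5 mM cAMP control.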
FUS yeast rescue: qHTS for Suppressors of FUS Proteinopathy: Primary screen using FUS-linked yeast assay; actives 0.24% (n = 390,000); S. cerevisiae FUS-expressing, growth rescue, OD600, 24 h; Potency, µM (titrated, usually from 76.6 µM), for inactives: at the top dose growth rescue (activation), actives largely listed as activators; AID 1347120, 2019;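 note: plate controls were DMSO vehicle for no effect and reference control for full effect; nearly all actives have a fitted effect of over 55% in size; some results filed as inactive show a strong effect at the top dose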
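Read-out: OD at 600 nm after 24hr at 30C, reporting rescue of FUS-induced yeast toxicity. Cells at OD 0.005 in galactose (2%) minimal medium; compounds tested in a dilution series; CP55940 titration from 92uM final as control.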
EPAC2 antag: qHTS for Antagonist of cAMP-regulated guanine nucleotide exchange factor 2 (EPAC2): primary screen | EPAC2 GEF exchange of Rap1B-BODIPY-GDP, fluorescence | Potency, µM (doses to about 114 µM), without a hit: at the top dose activity, negative = inhibition, hits mostly inhibitors | actives 0.18% (n = 360,000) | AID 720708, 2013; note: % is set by controls: 0 for no effect and ±100 for the full control effect; nearly all actives have a fitted effect of over 45% in size; many of its hits are not listed in these tables
PTHR1 ag: qHTS for PTHR1 Agonists: Primary Screen; Parathyroid hormone/parathyroid hormone-related peptide receptor (Homo sapiens), Q03431; HEK293 GP2 PTHR1 cells, GloSensor cAMP luminescence, 1 h; Potency, µM (titrated, usually from 115 µM), inactives show at the highest dose activation, most hits filed as activators; actives 0.075% (n = 410,000); note: nearly all actives have a fitted effect of over 55% in size; some results filed as inactive show a strong effect at the top dose; inactives centre near -15; many of its hits are not listed in these tables
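HEK-293-derived GP2 cells expressing PTHR1 and a GloSensor cAMP reporter, 3,000/well, plated overnight, given luciferin plus IBMX (each 0.5 mM as added) for 1 h at 37 °C, then compound for 1 h at 37 °C. Luminescence was read after 15 min at room temperature.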
EPAC1 antag: qHTS for Antagonist of cAMP-regulated guanine nucleotide exchange factor 3 (EPAC1): primary screen. Rap guanine nucleotide exchange factor 3 (Homo sapiens), O95398. EPAC1 GEF assay, Rap1b-BODIPY-GDP exchange fluorescence. Potency, µM (top dose mostly 115 µM), for the others: at the highest dose activity change, negative = inhibition, usual class: inhibitors. actives 0.14% (n = 360,000). AID 720709, 2013;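 note: plate controls were vehicle for no effect and positive control for full effect; nearly all actives have a fitted effect of over 50% in size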
Starred values were filed as active, the others as inactive; i = inactive; ? = inconclusive; / = no result given; & = joins results of further samples; [ ] = remark or other dose. Calls come from the whole dose curve; as a rule, active = well fitted curve in the direction sought with a large enough effect; inconclusive = small, poorly fitted or top-dose-only effect, or another doubt; inactive = no such curve, though single readings can be large; an effect the other way counts as inactive or inconclusive. Potency is the fitted concentration of half-maximal effect. These rows are one share of the data (hit frequency here may not be typical).

Compound	EPAC1 agonist	EPAC1 antag	EPAC2 antag	aSyn yeast inh	PTHR1 ag	EPAC2 ag	TDP43 rescue	FUS yeast rescue
CCOc1ccccc1-n1ccn(CC(=O)Nc2ccc(Br)cc2F)c(=O)c1=O	3%	17%	-3%	-5%	-17%	12%	22%	27%
CCOC(=O)Cn1c(=O)n(C2CCCCC2)c2nc(-c3ccc(Cl)cc3)nc(C(N)=O)c21	/	/	/	-5%	31%	/	-2%	-9%
CCS(=O)(=O)Nc1cccc(C2=NN(S(=O)(=O)c3ccc(C)cc3)C(c3ccco3)C2)c1 (stereo not drawn)	-6%	-1%	-8%[57.1 µM]	-3%	-18%	12%	-16%	29%
CCCN(CC(=O)Nc1ccc(NC(C)=O)cc1)CC(=O)Nc1ccc(F)c(F)c1F	-3%	-7%	1%	1%	i	-2%	-10%	7%
COC(OC)c1nc(SCC(=O)Nc2cccc(Cl)c2)ncc1C(=O)O	-5%	6%	1%	-4%	-12%	-1%	-3%	18%
Cn1sccc1=O	3%	1%	10%	4%	-14%	5%	0%	-35%
Cc1ccc2cc(/C=N/NC(=O)CN3CCCCC3)c(Cl)nc2c1	5%	1%	-2%	-6%	i	19%	-2%	-5%
O=C(COc1ccc(Br)cc1)OCCN1CCCCC1	10%	5%	4%	1%	-15%	3%	-8%	1%
Cc1nn(Cc2c(F)c(F)c(F)c(F)c2F)c(C)c1NC(=O)c1ccc(COc2ccccc2Cl)o1	-1%	-22%	-7%	?	-10%	-8%	?	/
O=C(Nc1ccc(Cl)cc1C(=O)NCc1cccnc1)c1ccco1	2%	6%	2%	1%	-25%[57.5 µM]	6%	-29%	26%
CCCc1cc(=O)oc2cc(OCC(=O)Nc3ccc(CN4CCOCC4)cc3)c(Cl)cc12	17%	?	3%	1%	-3%	3%	15%	15%
COC(=O)Cn1c(=NC(=O)CN2C(=O)CCC2=O)sc2cc(S(N)(=O)=O)ccc21	3%	8%	11%	0%	i	12%	-15%	/
COc1ccc(Cc2nnc(SCC(=O)Nc3cc(Cl)ccc3C)[nH]c2=O)cc1	1%	-22%	-4%	-1%	i	-4%	9%	12%
COc1ccccc1-c1c(-c2ccc(O)cc2O)n[nH]c1C(F)(F)F	-3%	-3%	-20%	1%	-19%	3%	10%	-13%
CC1(c2nnc(Cc3ccccc3)o2)CC(c2ccccc2F)=NO1 (stereo not drawn)	-8%	9%	4%	3%	-3%	0%	18%	4%
Cc1cccc(N(CC(=O)NC2CCCC2)C(=O)CCC(=O)Nc2ccccn2)c1	7%	6%	-3%	-2%	i	24%	-8%	-2%
Cc1ccc(NC(=O)C2CCCN2C(=O)OCc2ccccc2)c(C)c1 (stereo not drawn)	-2%	-19%	2%	-2%	-6%	8%	-4%	10%
Cc1cccc(N2C(=O)CC(N3CCN(c4ccc(Cl)cc4)CC3)C2=O)c1 (stereo not drawn)	4%	13%	-9%	22%	-27%	18%	?	-9%
O=C(Cc1ccc(Cl)cc1)N1CCN(C(=O)c2ccco2)CC1	3%	-4%	3%	5%	i	1%	28%	4%
COCCNC(=O)C(=O)NCC1OCCN1S(=O)(=O)c1ccc(F)cc1 (stereo not drawn)	0%	-6%	1%	-2%	-17%	17%	-20%	10%

Some of the entries above in another layout.
Order of values – EPAC1 agonist | EPAC1 antag | EPAC2 antag | aSyn yeast inh | PTHR1 ag | EPAC2 ag | TDP43 rescue | FUS yeast rescue
CCCc1cc(=O)oc2cc(OCC(=O)Nc3ccc(CN4CCOCC4)cc3)c(Cl)cc12
  17% | ? | 3% | 1% | -3% | 3% | 15% | 15%
COC(=O)Cn1c(=NC(=O)CN2C(=O)CCC2=O)sc2cc(S(N)(=O)=O)ccc21
  3% | 8% | 11% | 0% | i | 12% | -15% | /
COc1ccc(Cc2nnc(SCC(=O)Nc3cc(Cl)ccc3C)[nH]c2=O)cc1
  1% | -22% | -4% | -1% | i | -4% | 9% | 12%

New compounds follow
Compound	EPAC1 agonist	EPAC1 antag	EPAC2 antag	aSyn yeast inh	PTHR1 ag	EPAC2 ag	TDP43 rescue	FUS yeast rescue
NC(N)=Nc1nc2ccccc2o1	-3%	-7%	-6%	3%	-2%	-5%	3%	0%
Cc1ccc(S(=O)(=O)N(C)CC(=O)O/N=C(\N)c2ccc([N+](=O)[O-])cc2)cc1	0%	-12%	-4%	8%	-22%[57.5 µM]	5%	?	23%
C/C(CC(=O)Nc1cccc(Br)c1)=N\NC(=O)c1ccc(O)cc1O	-12%	-11%	-4%	8%	-12%	5%	28%	-11%
COc1ccc(-c2oc3cccnc3c2/C=C/c2ccc(OC)c(OC)c2)cc1	-4%	-6%	-17%	15%	-17%	11%	?	?
CCCCCCSc1ccc([C@@H]2[C@H]3C(=O)N(CC)C(=O)[C@H]3[C@]3(C(=O)OC)CCCN23)cc1	-20%	-14%	-18%	-9%	-24%	-2%	28%	?
O=C(NCCSCc1ccccc1)c1ccc(C2SCC(=O)N2Cc2ccccc2)cc1 (stereo not drawn)	23%	0%	-5%	6%	-36%[inhibitor]	23%	-2%	1%
O=C(O)CC(CC(=O)Nc1ccccc1C(=O)O)c1ccccc1 (stereo not drawn)	11%	8%	-2%	6%	i	7%	6%	-36%
CN(C(=O)COC(=O)c1sc2ccccc2c1Cl)C1CCCCC1	22%	-12%	-5%	3%	-20%	12%	-7%	12%
Cc1ccc(C(=O)CSc2nnc(C)s2)cc1	-9%	11%	18%	-6%	i	7%	0%	12%
CCCCn1c(N)c(N(CC)C(=O)CSc2nnc(-c3ccco3)n2CC)c(=O)[nH]c1=O	-4%	11%	8%	5%	-24%	-4%	-21%	-12%
Cc1c(NC(=O)Cc2ccccc2)cccc1C(=O)NN1C(=O)c2ccccc2C1=O	-3%	-19%	-2%	-4%	-9%	0%	0%	/
CCCCCCC1C(C#N)=C(N)OC2=C1C(=O)CCC2 (stereo not drawn)	-8%	-15%	-29%	9%	i	-2%	0%	-3%
CCOc1cccc(CNn2cnnc2)c1OCc1ccccc1Cl	5%	7%	-1%	2%	i	0%	1%	33%
Cc1cc(NC(=O)CSc2nc(C(C)C)nc3sc(C)c(C)c23)no1	6%	-12%	-4%	-3%	-1%[57.5 µM]	5%	-18%	38%
Cc1nc2ccn(Cc3ccccc3)c(=O)c2cc1C(=O)N1CCN(c2ccc(F)cc2)CC1	8%	-3%	-8%	6%	-21%&-18%	0%	-8%	?
CCc1sc(C(=O)NCCc2ccc(S(N)(=O)=O)cc2)cc1Br	7%	?	-17%	-1%	i	15%	0%	39%
Cc1nc(N2CCN(c3ccccn3)CC2)c2c(C)c(C(=O)Nc3c(C)cc(Br)cc3C)sc2n1	-9%	5%	4%	-8%	-4%	0%	-1%	-15%
CCOC(=O)C(CC)/C(C)=N\NC(=O)c1ccccc1O (stereo not drawn)	3%	25%	20%	-12%	-11%	2%	-20%	13%
CC1(C(=O)NS(=O)(=O)c2ccc(Cl)s2)CCN1C(=O)C1(c2ccc(Cl)cc2)CC1 (stereo not drawn)	-2%	?	?	-17%	i	5%	20%	14%
CN(C)c1ccc(Nc2nc(N)c3ccccc3n2)cc1	10%	-14%	-14%	-67%[inhibitor]	-93%[inhibitor]	5%	/	20%
O=C(Nc1ccc(Cl)cc1F)C1CCCN(C2=NS(=O)(=O)c3ccccc32)C1 (stereo not drawn)	-3%	-7%	-6%	-3%	-22%	0%	19%	6%
CC1(C(=O)NS(=O)(=O)C2CC2)CCCN(C(=O)Cc2ccc(F)cc2)C1 (stereo not drawn)	-6%	6%	15%	-1%	i	-4%	8%	27%
CCn1c(SCC(=O)O)nnc1-c1ccccc1	-8%	-15%	12%	-15%	i	3%	16%	27%
Cc1c(C(=O)Oc2cccc3cccnc23)oc2ccccc12	4%	-13%	-27%	10%	i	7%	-89%[inhibitor]	5%
CC(C)c1ccc(C2/C(=C(/O)c3ccccc3)C(=O)C(=O)N2CCCN2CCOCC2)cc1 (stereo not drawn)	14%	2%	5%	9%	-21%	1%	14%	-22%
O=C(Nc1ccc2c(c1)COC2=O)c1ccc(Cl)c(Cl)c1	4%	-15%	-5%	-5%	i	4%	-2%	10%
Cc1ccc(C(=O)NNC(=O)c2ccc(NS(=O)(=O)c3cccs3)cc2)o1	0%	16%	2%	6%	-22%	5%	2%	-14%
CCOc1ccc(NC(=O)CN(C)C(=O)c2ccc3nc(CC)c(CC)nc3c2)cc1OCC	-8%	12%	11%	5%	i	-6%	21%	16%
O=C(Nc1nc(-c2ccc(F)cc2)cs1)c1cccnc1	-7%	-18%	1%	-2%	-17%	4%	27%	-18%
CC(C)(C)n1cnc2cc(NS(=O)(=O)c3ccccc3)ccc21	7%	1%	-7%	0%	-18%	-4%	4%	2%
CN(C)/C=C(\C=O)c1cccc(Cl)c1	-2%	-12%	2%	8%	3%	7%	1%	9%
COc1ccc(CC(=O)Nc2ccc(C(C)=O)cc2)cc1	24%	2%	-1%	3%	-42%[inhibitor]	7%	20%	-6%
COc1ccccc1NC(=S)NCc1cccnc1	3%	-1%	6%	-2%	-10%	-3%	-2%	-3%
COC(=O)C12OCC34C(CC5C(C)=C(O)C(=O)CC5(C)C3C(O)C1O)OC(=O)C(OC(=O)C=C(C)C)C24 (stereo not drawn)	-11%	5%	14%	?	-11%	-5%	0%	/
O=C(c1ccc(Cl)c(S(=O)(=O)N2CCc3ccccc32)c1)N1CCN(c2ccccc2O)CC1	13%	-14%	4%	15%	-35%[inhibitor]	7%	18%	?
Cc1cccc(OCC(=O)NCC(C)(C)N2CCOCC2)c1	-3%	2%	14%	-22%	-96%[inhibitor]	-5%	-25%	-17%
Nn1c(SCc2ccc(Br)cc2)nnc1-c1ccccn1	0%	4%	-11%	-2%	i	8%	-23%[0.397 µM]	6%
